Assay outcomes: PubChem BioAssay, several laboratories
M5 ag: human M5 muscarinic receptor agonists, primary screen, CHO-K1 cells, Fluo-8 calcium fluorescence | Muscarinic acetylcholine receptor M5 (Homo sapiens), P08912 | 360,000 tested, 0.19% active | AID 624037, 2012 | activation, % at 3 µM | CHO-K1 hM5 cells; 0% DMSO wells, 100% maximal acetylcholine response;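 active = activation above the run's mean over test compounds plus 3 SD, cut at about 23% in these data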;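 also: signal is peak over basal fluorescence ratio across the kinetic read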
CRFR2-BP ag: agonists of CRF-BP/CRF-R2 complex, primary screen, cell-based, HEK293, calcium dye fluorescence, uHTS. CRF-binding protein / CRF receptor 2 complex (human). calcium dye fluorescence (FLIPR); percent of saturating CRF peptide response. activation, % at 13.2 µM. 350,000 tested, 0.46% active;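 active = activation of at least 50%, plus an integration ratio under a set limit after plate pattern correction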;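 also: plate controls were neutral control wells without compound for no effect and CRF at EC100 for full effect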
CHRM1 PAM: human M1 muscarinic receptor positive allosteric modulators, primary screen, CHO-K1 cells, Fluo-8 calcium fluorescence, 1536-well | Muscarinic acetylcholine receptor M1 (Homo sapiens), P11229 | CHO-K1 hM1, ACh EC20; 0% = ACh EC20, 100% = maximal ACh | activation, % at 3 µM | 360,000 tested, 0.088% active; in the data active = activation above about 19%, passing the limit was not always enough
Target sequence (P11229 whole entry, looked up): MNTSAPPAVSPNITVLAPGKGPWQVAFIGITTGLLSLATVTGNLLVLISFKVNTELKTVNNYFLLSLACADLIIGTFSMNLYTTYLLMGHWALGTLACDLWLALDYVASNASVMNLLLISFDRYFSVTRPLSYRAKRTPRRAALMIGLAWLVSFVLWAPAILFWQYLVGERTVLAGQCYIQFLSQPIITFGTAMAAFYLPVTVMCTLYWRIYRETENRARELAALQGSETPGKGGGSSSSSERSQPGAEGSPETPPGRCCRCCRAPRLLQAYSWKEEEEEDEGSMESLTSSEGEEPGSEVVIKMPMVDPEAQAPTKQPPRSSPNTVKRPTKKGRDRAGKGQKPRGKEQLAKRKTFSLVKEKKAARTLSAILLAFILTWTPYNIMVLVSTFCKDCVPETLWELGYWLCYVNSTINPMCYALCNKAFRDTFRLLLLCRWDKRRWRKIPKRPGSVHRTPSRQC
CHRM4 PAM: human M4 muscarinic receptor positive allosteric modulators, primary screen, CHO-K1 cells, Fluo-8 calcium fluorescence; 360,000 tested, 0.4% active; AID 624126, 2012; activation, % at 3 µM; Muscarinic acetylcholine receptor M4 (Homo sapiens), P08173; CHO-K1 hM4/Gqi5, ACh EC20; 0% = ACh EC20, 100% = maximal ACh;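 active = activation above its plate's cutoff, the mean activation of sample wells plus 3 SD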; also: some results filed as inactive read as strong as hits
Target sequence (P08173 whole entry, looked up): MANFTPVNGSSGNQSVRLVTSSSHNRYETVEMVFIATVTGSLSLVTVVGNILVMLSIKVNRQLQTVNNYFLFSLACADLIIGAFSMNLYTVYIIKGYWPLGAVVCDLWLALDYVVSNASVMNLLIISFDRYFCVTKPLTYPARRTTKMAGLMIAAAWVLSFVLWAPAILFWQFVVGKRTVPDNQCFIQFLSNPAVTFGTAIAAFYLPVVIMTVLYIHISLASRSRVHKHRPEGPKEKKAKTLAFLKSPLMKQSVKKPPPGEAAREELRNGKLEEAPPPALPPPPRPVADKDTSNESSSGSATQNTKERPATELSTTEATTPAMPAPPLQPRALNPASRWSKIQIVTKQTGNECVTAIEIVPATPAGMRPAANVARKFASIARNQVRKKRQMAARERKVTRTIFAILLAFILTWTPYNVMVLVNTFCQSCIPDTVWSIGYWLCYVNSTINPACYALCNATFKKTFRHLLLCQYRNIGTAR
CHRM4 antagonist: human M4 muscarinic receptor antagonists, primary screen, CHO cells, Fluo-8 calcium fluorescence; Muscarinic acetylcholine receptor M4 (Homo sapiens), P08173; inhibition, % at 3 µM; CHO-hM4 cells, ACh EC80; 360,000 tested, 0.73% active;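 active = inhibition above its plate's cutoff, the mean inhibition of sample wells plus 3 SD, cut at about 27% in these data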;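 also: 0% = acetylcholine EC80 with DMSO and 100% = DMSO without agonist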
CRFBP-R2 block: antagonists of CRF-BP/CRF-R2 complex, primary screen, cell-based, HEK293, calcium dye fluorescence, uHTS | CRF-induced calcium fluorescence | 350,000 tested, 0.59% active | AID 588475, 2011 | inhibition, % at 11.8 µM;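 active = inhibition of the ligand-induced calcium signal above about 50% at the single tested concentration, limit read from the data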
M5 PAM: human M5 muscarinic receptor positive allosteric modulators, primary screen, CHO-K1 cells, Fluo-8 calcium fluorescence; CHO-K1 hM5, ACh EC20 PAM; 0% = ACh EC20, 100% = ACh EC100; Muscarinic acetylcholine receptor M5 (Homo sapiens), P08912; activation, % at 3 µM; 360,000 tested, 0.3% active;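 active = activation above the run cutoff, the mean activation of all test compounds plus 3 SD, cut at about 18% in these data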
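Measured by: Fluo-8 calcium fluorescence; material: human M5 receptor in CHO-K1 cells; schedule: Post-acetylcholine fluorescence recording 140 s; benchmarks: low control EC20 acetylcholine (0%), high control EC100 acetylcholine (100%); read-out: Max/basal fluorescence ratio as % of EC20–EC100 ACh window; compound: single dose, 3 µM nominal final test concentration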
CHRM5 antagonist: human M5 muscarinic receptor antagonists, primary screen, CHO cells, Fluo-8 calcium fluorescence. Muscarinic acetylcholine receptor M5 (Homo sapiens), P08912. CHO-hM5 cells, ACh EC80. inhibition, % at 3 µM. 360,000 tested, 0.59% active. AID 624040, 2012;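 active = inhibition above a per-plate cutoff, the mean of that plate's test compounds plus 3 SD, cut at about 27% in these data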;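 also: 0% = acetylcholine EC80 with DMSO and 100% = DMSO without agonist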
M4 ag: human M4 muscarinic receptor agonists, primary screen, CHO-K1 cells, Fluo-8 calcium fluorescence | Muscarinic acetylcholine receptor M4 (Homo sapiens), P08173 | CHO-K1 hM4/Gqi5; vehicle 0%, full acetylcholine response 100% | activation, % at 3 µM | 360,000 tested, 0.14% active;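 active = activation above the run mean over all test wells plus 3 SD, cut at about 32% in these data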;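 also: peak over basal fluorescence ratio per well then scaled between controls; 0% = DMSO wells and 100% = acetylcholine at EC100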
* marks the source's active call; other numbers are inactive results; nt = not tested or not shown.

CHRM1 PAM,M5 PAM,CRFR2-BP ag,M5 ag,CHRM4 PAM,CRFBP-R2 block,M4 ag,CHRM5 antagonist,CHRM4 antagonist,molecule
-1,-5,-0.9,-11,4,32,0,14,6,S=c1[nH]nc(-c2cc3c(s2)-c2ccccc2CC3)o1
4,-3,-0.2,1,2,3,-1,9,0,CCOC(=O)c1cc(C#N)c(C)nc1N(CC)CC
11,-3,1.6,-2,-1,5,1,10,0,O=C(NCC(=O)N1CCCC1)c1ccc(Br)cc1
0,3,0.0,-5,-2,-2,3,-3,1,COc1cc(OC)cc(C(=O)NCC(=O)OCC(=O)c2ccc3c(c2)-c2ccccc2C3)c1
-2,6,-2.5,-6,6,-1,1,4,-15,CCn1c(C)cs/c1=N\S(=O)(=O)c1ccccc1
-1,-4,-0.9,-3,1,-1,0,3,-2,C/C=C/c1ccc(OCC(=O)N(CCOC)c2c(N)n(CCCC)c(=O)[nH]c2=O)c(OC)c1
7,-4,5.2,1,-3,0,2,-2,0,COC(=O)CCC(=O)NC(=S)Nc1c(C)cccc1C
9,3,0.0,1,18,14,0,-7,-4,O=C(CCC(=O)N(Cc1ccco1)C(C(=O)NC1CCCC1)c1ccncc1)Nc1cccnc1 (stereo not drawn)
7,0,-8.5,-4,-1,0,-1,3,-4,COc1ccc(-n2nc(C)c3c(=O)c4c([nH]c32)CCCC4)cc1
4,4,5.1,-3,6,16,0,5,-6,CC(=O)Oc1ccc(-c2nc3c(C)cccc3c(=O)o2)cc1
6,-4,-0.8,-4,2,13,0,10,6,CN1CCN(c2ccc([N+](=O)[O-])cc2NC(=O)c2ccco2)CC1
1,-9,16,1,-6,-21,0,2,3,COC(=O)c1ccc(Nc2cc(C)nc(-c3ccccc3O)n2)cc1
4,4,-0.1,2,7,1,2,-4,-21,Cc1cc(O)c2c(c1O)C(=O)[C@]13C(=C2O)C(=O)[C@@H]2[C@@H](O)[C@H]1[C@@H]1[C@H](O)[C@H]3C(=O)C3=C(O)c4c(O)cc(C)c(O)c4C(=O)[C@]312
3,-1,1.1,-2,7,-34,0,1,-6,COC(=O)c1ccc(C(=O)OC)c(NC(=O)CN(C)Cc2cccc(Cl)c2Cl)c1
-5,-6,-0.1,1,-4,3,1,-2,-1,CN1C(C)(C)CCCC1(C)C
10,12,1.3,-1,-9,1,1,5,-10,CCN(CC(=O)NCc1ccc(F)cc1)C(=O)c1cccnc1SC
12,-9,1.1,6,-3,-2,1,-6,1,CCCc1c(C)nc(N2CCN(c3ccccc3F)CC2)[nH]c1=O
-3,-7,-1.1,1,-11,19,7,12,3,O=c1oc2ccccc2c(Nc2ccc3ccccc3c2)c1[N+](=O)[O-]
0,-8,-2.4,1,-11,15,3,7,11,Nc1nc(SCC(=O)c2ccc(Oc3ccccc3)cc2)n[nH]1
-4,-1,-1.1,-7,3,3,2,9,-3,CCCCN(Cc1ccco1)C(=O)C1CCCN(c2ncnc3c2nc2n3CCCCC2)C1 (stereo not drawn)
-7,-3,1.5,3,-2,21,1,6,-5,C/C(=N/OC(=O)c1ccc(C(F)(F)F)cc1)c1oc(C)nc1C
-21,-2,-1.2,-12,-29,5,0,4,37*,O=C(NCCN1CCOCC1)c1ccc2c(c1)N(Cc1ccccc1)C(=O)CS2
4,7,-1.1,-1,7,-10,3,1,0,Cc1cc(C(=O)COc2ncnc3sccc23)c(C)n1C
7,-5,2.7,0,-1,-1,0,9,0,CC(C)(C)P(=O)(CO)c1ccccc1 (stereo not drawn)
-9,-5,nt,5,-9,nt,16,2,11,c1csc(CNc2ccn3nc(-c4ccc(OCCN5CCOCC5)cc4)cc3n2)c1

(list continues)
CHRM1 PAM,M5 PAM,CRFR2-BP ag,M5 ag,CHRM4 PAM,CRFBP-R2 block,M4 ag,CHRM5 antagonist,CHRM4 antagonist,molecule
12,3,-0.7,0,1,-5,0,4,-8,Cc1oc2ccccc2c1CNC(=O)N(C)C
4,2,0.9,0,11,-14,0,-3,0,CC1(C(=O)c2ccccc2)C2c3c(ccc4ccccc34)OC(=O)C21C(=O)N1CCOCC1 (stereo not drawn)
12,3,-2.9,-2,4,-7,3,-2,3,Clc1ccc(-c2ccc(SCc3ccccn3)nn2)cc1
5,-2,-0.5,0,-8,11,1,-1,12,COc1ccc(CC(=O)NNC(=S)Nc2ccc(Br)cc2)cc1
2,0,1.4,-1,2,-1,1,-5,13,CCOC(=O)C1=C(C)NC(=O)NC1c1cccc(O)c1 (stereo not drawn)
1,-14,7.9,-1,0,1,1,14,2,CC(C(=O)Nc1ccccc1C(=O)N1CCCC1)n1nnc2ccccc21 (stereo not drawn)
7,1,-0.8,0,3,0,0,-1,0,O=C(CSc1n[nH]c(-c2ccccn2)n1)Nc1ccccc1
8,2,0.2,1,-2,-29,0,3,9,Cc1ccc(OCC(=O)Nc2sc3c(c2C#N)CCC3)cc1C
-1,-9,-3.5,-2,-10,6,7,7,-7,N#CCC(=O)Nc1ccc(C(=O)OCC(=O)N(C2CCCCC2)C2CCCCC2)cc1
2,1,-0.6,2,2,5,1,1,1,O=C(O)c1ccc(OS(=O)(=O)c2cccc(C(F)(F)F)c2)cc1
12,-3,-2.0,0,-9,14,0,9,12,COCCn1c(SCC(=O)Nc2nnc(C)s2)nnc1-c1cc2ccccc2cc1O
6,-3,-2.7,2,1,7,-1,3,2,Cc1ccc(S(=O)(=O)N2CCCC2C(=O)Nc2ccc(O)cc2)cc1 (stereo not drawn)
5,-6,0.6,-5,-3,-9,1,4,-5,Cc1ccc(C)c(NC(=S)NCCc2ccc(F)cc2)c1
-1,0,-2.7,-2,4,19,0,3,-13,O=C(O)c1ccccc1C(=O)NC1CCCc2ccccc21 (stereo not drawn)
12,6,-0.5,-2,4,-29,4,1,1,Cc1ccc(NC(=O)CN(C)C(=O)c2cccnc2Nc2cccc(C(F)(F)F)c2)cc1
-6,-12,nt,5,-9,nt,20,14,1,OC[C@@H]1CN(Cc2ccc3c(c2)OCO3)C[C@H](n2cnc3c(N4CCN(c5ccccc5)CC4)ncnc32)O1
1,-3,-1.1,-6,6,7,3,-8,-3,COc1cc(/C=N/NC(N)=O)c(Br)cc1OCC(=O)Nc1ccccc1C
2,-8,5.8,-2,2,-15,0,11,0,COc1ccc(N=CC2=C(O)c3ccccc3C2=O)cc1
-7,-25,-0.5,3,-11,-28,17,18,21,Cc1ccc2nc(-c3ccccc3)cc(C(=O)N3CCN(c4ccccc4O)CC3)c2c1
-1,-5,-1.1,3,4,-1,-1,8,1,O=C(O)[C@@H]1CCCN1S(=O)(=O)c1cccc2cccnc12
3,0,0.3,2,-3,3,1,-3,2,Cc1ccc2nc(Cl)c(CN(Cc3cccs3)C(=O)C3CC3)cc2c1
10,8,0.5,3,-1,-1,0,-8,-1,Cc1nc([N+](=O)[O-])cn1CC(O)c1ccc(F)cc1 (stereo not drawn)
-7,-21,5.3,10,-11,0,13,23,10,Cc1ccc(-n2nnnc2SCn2nnc3ccccc3c2=O)c(C)c1
-3,-6,nt,0,-7,nt,0,2,-25,Cn1ccc2c(N(Cc3ccccc3)Cc3ccccc3)cc3c(c21)C1CCC3O1 (stereo not drawn)
3,2,0.9,1,15,3,1,1,-5,CC(=O)c1cccc(NC(=O)c2ccc([N+](=O)[O-])o2)c1

The listing continues:
CHRM1 PAM,M5 PAM,CRFR2-BP ag,M5 ag,CHRM4 PAM,CRFBP-R2 block,M4 ag,CHRM5 antagonist,CHRM4 antagonist,molecule
-3,-16,3.4,0,-16,0,17,7,-8,CC1(C)C(=O)N(c2ccccc2)C(=O)c2ccccc21
3,3,5.7,2,-7,-24,6,6,3,N#C/C(=C/c1ccc(O)cc1)C(=O)NCc1ccc(Cl)cc1
2,5,1.1,1,-2,-4,0,2,-4,CCOc1ccc(S(=O)(=O)N2CCCC(C(=O)N3CCC(C(N)=O)CC3)C2)cc1Cl (stereo not drawn)
4,6,0.5,0,0,-23,3,-6,-22,Cc1ccc(OCC(=O)N2CCN(C(=O)c3cccc(F)c3)CC2)cc1
2,-3,1.3,-2,-4,-10,5,-3,-14,CCN(CC(=O)NCc1ccc(Cl)cc1)C(=O)c1cccc(S(=O)(=O)Nc2ccc(OC)cc2)c1
12,4,0.1,-1,8,-6,2,-6,7,CCN1C(=NCc2cc(OC)c(OC)c(OC)c2)N[C@@H](c2ccccc2)C(C(=O)OC)=C1C
15,1,0.8,0,-3,11,4,5,2,Cc1ccccc1OCC(=O)Nc1ccc(S(=O)(=O)N2CCOCC2)cc1
-19,-3,-0.5,-1,-8,15,9,1,-7,O=C(CCSCCC(=O)Nc1c(F)c(F)c(F)c(F)c1F)Nc1c(F)c(F)c(F)c(F)c1F
4,-8,-3.6,3,-18,-42,10,2,3,COc1ccc(OC)c(/C=N/NC(=O)c2cc3c(OC)cc(OC)cc3[nH]2)c1

Shown with two lines to a compound: two of the compounds above
Fields – CHRM1 PAM, M5 PAM, CRFR2-BP ag, M5 ag, CHRM4 PAM, CRFBP-R2 block, M4 ag, CHRM5 antagonist, CHRM4 antagonist
- Cc1ccc(OCC(=O)N2CCN(C(=O)c3cccc(F)c3)CC2)cc1
 : 4, 6, 0.5, 0, 0, -23, 3, -6, -22
- CCN(CC(=O)NCc1ccc(Cl)cc1)C(=O)c1cccc(S(=O)(=O)Nc2ccc(OC)cc2)c1
 : 2, -3, 1.3, -2, -4, -10, 5, -3, -14
